# Compound activity as filed in PubChem BioAssay.
# PTPN22 act = LYP (human) phosphatase activation | Q9Y2R2 | recombinant LYP, DiFMUP fluorescence; 0 = plate median, 100 = signal doubled | activation, % at 2 µM | actives 0.11% (n = 96,000);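 active = activation at 2 µM above a set limit, the mean plus 5 SD, cut at about 37% in these data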
# Pyk2 oligo antag = blocks oligomerization of human Pyk2 in cells. z-score (the deposit names both 25 µM and 10 µM). Q14289. actives 0.83% (n = 99,000). Q293 cells, Pyk2 FERM NanoBiT luminescence; hits give low values;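 active = Z-score of -3 or lower, scaled per plate to the spread of control and sample wells; inactive = z-score above -3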;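 note: negative z-score means lost luminescence so less FERM oligomerization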
# Target sequence (Q14289 whole entry, looked up): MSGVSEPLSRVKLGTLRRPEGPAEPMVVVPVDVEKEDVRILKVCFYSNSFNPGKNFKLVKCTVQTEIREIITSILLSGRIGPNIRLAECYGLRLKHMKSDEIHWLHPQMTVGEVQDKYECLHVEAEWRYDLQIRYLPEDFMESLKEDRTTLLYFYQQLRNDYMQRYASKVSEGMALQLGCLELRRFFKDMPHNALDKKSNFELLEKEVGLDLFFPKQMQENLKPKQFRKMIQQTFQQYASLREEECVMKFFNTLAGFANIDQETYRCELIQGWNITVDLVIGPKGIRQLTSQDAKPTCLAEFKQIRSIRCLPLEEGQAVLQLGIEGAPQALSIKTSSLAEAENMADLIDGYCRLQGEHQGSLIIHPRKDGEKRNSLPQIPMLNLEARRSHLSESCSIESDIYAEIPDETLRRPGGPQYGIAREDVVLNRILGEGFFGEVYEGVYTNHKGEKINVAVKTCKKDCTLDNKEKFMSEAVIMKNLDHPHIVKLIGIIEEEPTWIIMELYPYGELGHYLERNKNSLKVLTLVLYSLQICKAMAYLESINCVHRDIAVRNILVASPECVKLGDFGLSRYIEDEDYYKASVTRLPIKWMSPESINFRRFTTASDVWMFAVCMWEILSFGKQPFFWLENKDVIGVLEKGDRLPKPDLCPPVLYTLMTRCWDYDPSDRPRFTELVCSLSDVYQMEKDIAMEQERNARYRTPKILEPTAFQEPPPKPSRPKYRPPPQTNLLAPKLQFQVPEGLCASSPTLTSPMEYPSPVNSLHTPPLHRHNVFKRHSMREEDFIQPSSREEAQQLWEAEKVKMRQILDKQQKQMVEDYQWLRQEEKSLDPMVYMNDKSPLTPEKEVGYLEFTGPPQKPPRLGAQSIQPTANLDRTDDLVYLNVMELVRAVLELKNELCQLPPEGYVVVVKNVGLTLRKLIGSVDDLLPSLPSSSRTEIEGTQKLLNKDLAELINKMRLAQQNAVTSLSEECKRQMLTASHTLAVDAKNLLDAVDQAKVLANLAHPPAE
# HUVEC tox IL1B = toxic to HUVEC cells under IL-1B stimulation; HUVEC cell count loss, Hoechst imaging, IL-1B stimulated; cell count reduction, % at 2 µM; actives 0.41% (n = 94,000); AID 845;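 active = cell count reduction more than 3 SD above the screen-wide mean, cut at about 70% in these data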;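 note: normalized per plate to untreated control cells as the no-loss baseline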
# VCAM1 TNFa inh = reduces TNF alpha induced VCAM1 expression in HUVEC; HUVEC TNFa-induced VCAM-1 immunofluorescence, high-content imaging; inhibition, % at 2 µM; actives 0.48% (n = 95,000);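 active = inhibition above the batch mean plus 3 SD, with images confirmed as a hit by eye, cut at about 37% in these data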;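 note: 0% = TNF-stimulated DMSO wells and 100% = unstimulated control wells; not every result past the cut was called active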
# cytoskel mod = alters cytoskeleton assembly in HUVEC cells | inhibition, % at 2 µM | HUVEC TNFa F-actin phalloidin imaging, high content | actives 0.18% (n = 91,000);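 active = inhibition above the batch mean plus 3 SD and confirmed as a hit by visual image inspection, cut at about 30% in these data, passing the limit was not always enough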; note: strong numbers were not always called active
# ERa SRC1 inh = blocks coactivator binding to human estrogen receptor alpha. P03372. TR-FRET ER-alpha LBD / SRC-1 peptide, estradiol-bound. inhibition, % at 25.6 µM. actives 1.7% (n = 86,000). AID 629; in the data active = inhibition above about 50%;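 note: 0% = receptor plus peptide control and 100% = peptide only without receptor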
# TNFa cytotox = toxic to HUVEC cells under TNF alpha stimulation. HUVEC TNFalpha-stimulated, Hoechst cell count, imaging. AID 848. cell count reduction, % at 2 µM. actives 0.17% (n = 93,000);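 active = cell count reduction exceeding the screen mean by over 5 SD, scaled to untreated wells per plate, cut at about 78% in these data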;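 note: cells counted after 24 h of TNF alpha exposure following the 1 h pretreatment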
# FAK blocker = FAK (human) kinase inhibition. biochemical FAK kinase activity assay. inhibition, %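 (tested at 7 µM)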. actives 0.84% (n = 97,000); in the data active = inhibition above about 19%;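 note: 0% = DMSO and 100% = reference compound high control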
# LYP inh 2 = blocks human PTPN22 phosphatase activity | Q9Y2R2 | actives 0.21% (n = 96,000) | inhibition, % at 2 µM | recombinant LYP catalytic domain, DiFMUP fluorescence;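 active = inhibition at 2 µM at or above a set limit, the screen mean plus 3 SD, cut at about 24% in these data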;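 note: 0% = DMSO with enzyme and 100% = enzyme fully blocked by orthovanadate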
# * = called active by the depositor; · = not tested or not shown; [ ] = remark or other dose.
[1] CCOC(=O)N1CCN(C(=O)C2CCN(S(C)(=O)=O)CC2)CC1
[2] COc1ccccc1NCCC#N
[3] COc1ccc(S(=O)(=O)N2CCC(C(=O)Nc3ccccc3C)CC2)c2cccnc12
[4] Cc1cc(C)cc(NC(=O)CSc2nc3ccncc3[nH]2)c1
[5] CCOC(=O)c1ccc(NC(=O)COc2ccc(S(=O)(=O)NC(C)C)cc2)cc1
[6] O=C(CN1C(=O)NC2(CCCC2)C1=O)N1CCN(C(=O)c2ccco2)CC1
[7] O=C(CCNS(=O)(=O)c1ccc(Cl)cc1)NCc1cccnc1
[8] O=C(CCc1ccccc1)Nc1cc(Cl)ccc1O
[9] Cc1cccc(C(=O)O/N=C2\CCCc3ccccc32)c1
[10] CC(C)Sc1nc2c(c(=O)[nH]c(=O)n2C)n1C
screen / no. | 1 | 2 | 3 | 4 | 5 | 6 | 7 | 8 | 9 | 10
PTPN22 act | 2 | 16 | 13 | -8 | 12 | -8 | -2 | 5 | 1 | 13
Pyk2 oligo antag | 0.14 | 0.34 | -0.07 | · | 0.15 | -0.15 | 0.75 | -0.8 | 0.89 | 1.1
HUVEC tox IL1B | -12 | 9 | 6 | 9 | 15 | -12 | -12 | -75 | -1 | 29
VCAM1 TNFa inh | 2 | 0 | 5 | -9 | -15 | 9 | 10 | -6 | 2 | 1
cytoskel mod | -14 | -2 | 5 | 18 | 5 | 25 | -12 | -21 | 11 | 6
ERa SRC1 inh | -12 | -1 | -1 | 27 | 2 | -8 | 6[fluorescence artefact?] | -4 | · | -2[fluorescence artefact?]
TNFa cytotox | 5 | 21 | -11 | -14 | -13 | -18 | -12 | -6 | -9 | 19
FAK blocker | 0 | 1 | 0 | 0 | 0 | 0 | -2 | 3 | 1 | -1
LYP inh 2 | 2 | -14 | -12 | 5 | -18 | 5 | 1 | -9 | 2 | -15

[11] COc1cccc(C2CC(c3cccc(Br)c3)n3ncnc3N2)c1 (configuration not stated)
[12] Cc1onc(-c2c(F)cccc2Cl)c1C(=O)Nc1cccc(Cn2cccn2)c1
[13] COc1ccc(NC(=O)CCNC(=O)Cn2cnc3ccccc3c2=O)c(OC)c1
[14] CCCCOc1ccccc1C1C(C(=O)OC)=C(C)N(C)C(C)=C1C(=O)OC
[15] O=C(c1ccc2c(=O)n(-c3ccccc3)c(=O)[nH]c2c1)N1CCN(c2ccc(F)cc2)CC1
[16] COC(=O)c1ccc(COc2ccc(-c3nn[nH]n3)cc2)cc1
[17] COc1cc(C(=O)N/N=C\c2ccccc2)c([N+](=O)[O-])c(OC)c1OC
[18] COc1ccccc1NC(=S)NNC(=O)c1cc(C)n(C)n1
[19] N/C(=N\OC(=O)c1ccccc1Cl)c1cccnc1
[20] CCOC(=O)c1[nH]c(C)c(C(=O)OCC(=O)N(CC)C2CCS(=O)(=O)C2)c1C (configuration not stated)
screen / no. | 11 | 12 | 13 | 14 | 15 | 16 | 17 | 18 | 19 | 20
PTPN22 act | -13 | 32 | 6 | 4 | 7 | -6 | 12 | 10 | 1 | 3
Pyk2 oligo antag | · | -0.81 | 0.02 | -2.1 | 0.16 | 0.53 | -2.7 | 0.49 | -1.2 | 0.1
HUVEC tox IL1B | -16 | -7 | -37 | 2 | -20 | -23 | · | -7 | 19 | 2
VCAM1 TNFa inh | 6 | -7 | 8 | 8 | 14 | 9 | 31 | -8 | 0 | -11
cytoskel mod | 1 | -2 | 7 | -3 | -2 | 10 | 15 | -8 | -8 | -15
ERa SRC1 inh | -2 | -10 | 3[fluorescence artefact?] | -11 | -14 | -20 | -4 | · | -7 | -7
TNFa cytotox | -24 | 0 | -49 | -9 | -6 | 0 | -13 | 0 | -25 | -1
FAK blocker | -1 | -2 | 0 | -1 | -4 | -7 | 1 | 1 | 2 | 1
LYP inh 2 | 12 | -34 | -8 | -5 | -9 | 8 | -12 | -8 | -4 | -2

[21] CCCOc1ccc(N2C(=O)CC(N(C(=O)c3ccco3)c3ccc(OCCC)cc3)C2=O)cc1 (configuration not stated)
[22] CCOC(=O)/C(C#N)=c1/s/c(=C2\C=Cc3ccccc3N2CC)c(=O)n1CC
[23] CS(=O)(=O)N(CC(=O)NC1CC1)c1cccc(F)c1
[24] COc1ccc(NC(=O)c2sccc2SCc2cccc(C(F)(F)F)c2)cc1
[25] CCCC1S/C(=N/N=C/c2ccc(OC)cc2)N(Cc2ccccc2)C1=O (configuration not stated)
[26] CCCC12CN(C(=O)c3ccc(OC)cc3)CC(C)(CN(C(=O)c3ccc(OC)cc3)C1)C2=O
[27] Cc1cc(NC(=O)COC(=O)C2COc3ccccc3O2)no1 (configuration not stated)
[28] O=C(CN1CCN(c2ccc(Cl)cc2)CC1)Nc1cccc(F)c1
[29] O=C(Oc1cc2oc(=O)c3c(c2cc1Cl)CCCC3)c1ccco1
[30] CO/N=C/NC(=O)N1OC[C@@H]2COc3ccc4ccccc4c3[C@@H]21
screen / no. | 21 | 22 | 23 | 24 | 25 | 26 | 27 | 28 | 29 | 30
PTPN22 act | 15 | -2 | 9 | 7 | -6 | 10 | -3 | 6 | -5 | -6
Pyk2 oligo antag | 0.27 | -0.22 | 0.78 | -1.9 | 0.26 | -0.95 | 0.11 | 1.7 | 1.4 | 0.48
HUVEC tox IL1B | -1 | -28 | -44 | -2 | -3 | 18 | -3 | 4 | -7 | ·
VCAM1 TNFa inh | -9 | -8 | 13 | 6 | 0 | 6 | 14 | -14 | · | -1
cytoskel mod | 13 | 13 | 9 | 10 | 22 | -8 | 9 | · | · | -8
ERa SRC1 inh | -4 | · | -7 | · | -4 | 11 | -4 | -4 | 46 | 8[fluorescence artefact?]
TNFa cytotox | -32 | -7 | -11 | -22 | -6 | -16 | -7 | -8 | · | 2
FAK blocker | -1 | -8 | 1 | 1 | -1 | -1 | -4 | 1 | -1 | 0
LYP inh 2 | -12 | 6 | -15 | -10 | 8 | -10 | -2 | -7 | 8 | 6

# Just VCAM1 TNFa inh and PTPN22 act (5 entries from above):
cpd | molecule | VCAM1 TNFa inh | PTPN22 act
23 | CS(=O)(=O)N(CC(=O)NC1CC1)c1cccc(F)c1 | 13 | 9
30 | CO/N=C/NC(=O)N1OC[C@@H]2COc3ccc4ccccc4c3[C@@H]21 | -1 | -6
25 | CCCC1S/C(=N/N=C/c2ccc(OC)cc2)N(Cc2ccccc2)C1=O (configuration not stated) | 0 | -6
24 | COc1ccc(NC(=O)c2sccc2SCc2cccc(C(F)(F)F)c2)cc1 | 6 | 7
29 | O=C(Oc1cc2oc(=O)c3c(c2cc1Cl)CCCC3)c1ccco1 | · | -5

# Additional records follow:
[31] CNC(=S)NNC(=O)Cn1ccc(C)n1
[32] CCOC(=O)c1nn(-c2ccccc2)c(-c2ccccc2)c1C(=O)c1ccccc1
[33] Cc1cc(NC(=O)c2cccc(S(=O)(=O)N3CCOCC3)c2)no1
[34] CCOCCCNS(=O)(=O)c1ccccc1
[35] CCN(CC)CCCNC(=O)C1c2ccccc2Oc2ccccc21
[36] CC1(C)Cc2c(sc(NC(=O)C(C)(C)C)c2C#N)C(C)(C)N1
[37] O=C(O)Cc1ccc(NC(=O)C2CCCCC2C(=O)O)cc1 (configuration not stated)
[38] c1coc(-c2nc3nc4ccccc4nc3n2CC2CCCO2)c1 (configuration not stated)
[39] Cc1cccc(-n2cnc3cc(C(=O)N4CCCCC4)ccc32)c1
[40] FC(F)(F)c1cc(-c2ccccc2)nc(-n2cncn2)n1
screen / no. | 31 | 32 | 33 | 34 | 35 | 36 | 37 | 38 | 39 | 40
PTPN22 act | 3 | 2 | -8 | -4 | -3 | -7 | 0 | 8 | 1 | -7
Pyk2 oligo antag | 0.04 | -3.5* | 0.46 | 0.11 | 0.57 | -0.25 | 0 | -1.5 | -0.26 | -0.09
HUVEC tox IL1B | -5 | 6 | -8 | 2 | 27 | -30 | 34 | 4 | 35 | -22
VCAM1 TNFa inh | 1 | 7 | 8 | 18 | 19 | -13 | 0 | 6 | -7 | -3
cytoskel mod | 2 | · | 12 | 27 | -10 | 76* | -37 | 3 | -37 | -8
ERa SRC1 inh | · | · | 7 | 2[fluorescence artefact?] | -5 | 1[fluorescence artefact?] | 0 | 21 | · | -33
TNFa cytotox | -26 | -10 | -22 | -58 | -9 | 89* | 1 | -18 | 12 | -11
FAK blocker | 1 | 0 | -5 | 0 | -2 | 1 | 10 | 1 | 13 | 6
LYP inh 2 | -1 | -1 | 10 | 3 | 3 | 5 | -3 | -7 | -3 | 5

# Rewritten field by field: 2 of the compounds above
[36] CC1(C)Cc2c(sc(NC(=O)C(C)(C)C)c2C#N)C(C)(C)N1
  PTPN22 act: -7 | Pyk2 oligo antag: -0.25 | HUVEC tox IL1B: -30 | VCAM1 TNFa inh: -13 | cytoskel mod: 76* | ERa SRC1 inh: 1[fluorescence artefact?] | TNFa cytotox: 89* | FAK blocker: 1 | LYP inh 2: 5

[37] O=C(O)Cc1ccc(NC(=O)C2CCCCC2C(=O)O)cc1 (configuration not stated)
  PTPN22 act: 0 | Pyk2 oligo antag: 0 | HUVEC tox IL1B: 34 | VCAM1 TNFa inh: 0 | cytoskel mod: -37 | ERa SRC1 inh: 0 | TNFa cytotox: 1 | FAK blocker: 10 | LYP inh 2: -3

# Other results
[41] CCNc1nc2nonc2nc1NCC
[42] Clc1cccc(Cl)c1-c1nnc2cccc(Cl)n12
[43] O=C(O)c1c(Cl)c(Cl)c(Cl)c(Cl)c1C(=O)N1CCOCC1
[44] CC1=C(C(=O)Nc2cccnc2)C(c2ccccn2)n2nnnc2N1 (configuration not stated)
[45] COc1ccc(-c2cc(C(N)=O)nc(N3CCCCCC3)n2)cc1
[46] COc1ccc(CCNC(=O)CC(NS(=O)(=O)c2ccc(NC(C)=O)cc2)C(C)C)cc1OC (configuration not stated)
[47] O=C(C1CCC1)N1CCC(c2nc3c(nnn3Cc3c(F)cccc3Cl)c(=O)[nH]2)CC1
[48] Cc1ccc2[nH]c3c(N4CCOCC4)ncnc3c2c1
[49] Cc1ccc(CNC(=O)[C@@H]2CCC(=O)N2Cc2ccco2)cc1
[50] O=C(CCc1nc2ccccc2[nH]c1=O)OCC(=O)N1CCc2ccccc21
screen / no. | 41 | 42 | 43 | 44 | 45 | 46 | 47 | 48 | 49 | 50
PTPN22 act | -5 | -15 | 2 | 10 | -3 | 2 | 9 | 1 | -8 | -6
Pyk2 oligo antag | 0.09 | -0.33 | 0.8 | 0.23 | -2.5 | 1.1 | -1.1 | 1.7 | 0.14 | 1
HUVEC tox IL1B | 10 | -15 | -3 | -1 | -4 | 23 | -4 | -19 | · | -28
VCAM1 TNFa inh | 8 | 5 | -4 | 2 | 18 | 5 | 19 | -1 | -2 | 8
cytoskel mod | -29 | 9 | 3 | -34 | -24 | -20 | -87 | -14 | -4 | ·
ERa SRC1 inh | 7 | 8 | -3 | 5 | -8 | 4 | -2 | -3 | 0[fluorescence artefact?] | 1
TNFa cytotox | -17 | -17 | -11 | 6 | 20 | -11 | 20 | -6 | -1 | -6
FAK blocker | 0 | 2 | 5 | -4 | 6 | -1 | -2 | 7 | -2 | 12
LYP inh 2 | 4 | 15 | -6 | -10 | 0 | -2 | -11 | -4 | 8 | 3
